Hep lipid drop – modulators of hepatic lipid droplet formation. AML12 mouse hepatocytes, oleate lipid droplets, BODIPY imaging. inhibition, % at 6.5 µM. 240,000 compounds, 0.4% hits. AID 1656;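 active = lipid droplet intensity inhibited by at least 50%, with more than 500 cells counted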
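Test system: AML12 hepatocytes (mouse); reagent: oleate loading, 100 µM; dosing: one dose, 6.5 µM compound; incubation: overnight exposure; signal: fluorescence imaging, 20x objective, two fields per well; read-out basis: % inhibition of corrected integrated BODIPY droplet signal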
b-catenin transl – beta-catenin nuclear translocation modulation; HeLa beta-catenin nuclear translocation, immunofluorescence imaging; nuclear translocation activity, % at 5 µM; 190,000 compounds, 0.3% hits; AID 1665;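 active = nuclear translocation activity above 50% at 5 µM, with a well cell count of 50 or more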;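 also: per-cell ratio of nuclear to cytoplasmic median beta-catenin stain intensity; plate controls were DMSO negative control for no effect and GSK-3 inhibitor IX positive control for full effect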
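Test system: human HeLa cells, native beta-catenin. Compound dosing: 5 µM primary single dose, 0.1% DMSO, 0.02–20 µM confirmation series. Incubation: compound exposure 24 h at 37°C. Detection: beta-catenin immunostaining with DAPI counterstain, 20x imaging, 6 fields/well. Read-out basis: Nuclear/cytoplasmic beta-catenin signal ratio, % activation.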
XIAP antagonists – XIAP antagonists, biochemical, IAP family, fluorescence polarization (AID 1018) | XIAP BIR domain, fluorescence polarization peptide displacement; higher % means a stronger effect | one-dose displacement, % at 20 µM; IC50 in µM for titrated hits | 200,000 compounds, 0.007% hits; in the data active = displacement above about 50%; also: a part of the inactive calls stands beside numbers as strong as those of hits
Dynein cargo inh – blocks dynein driven cargo transport along microtubules; z-score, hits read low; 220,000 compounds, 0.47% hits; AID 1381; 3617.4 mouse cells, GR-EGFP nuclear translocation imaging; test concentration mostly 20 µM; stimulated with dexamethasone, 1 µM; active compounds read low;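 active = plate z-score of nuclear minus cytoplasmic receptor signal below a set negative limit, without overly bright fluorescence or cell loss, cut at about -3.5 in these data, passing the limit was not always enough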;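 also: z-score of nuclear minus cytoplasmic ring GR-EGFP intensity difference per well; some compounds called inactive have numbers as strong as hits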
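Schedule: 48 h induction, then 1 h compound, then 30 min agonist, 37 °C. Buffer or medium: tetracycline-free induction medium containing charcoal-stripped FBS. Reagent: 1.0 µM final dexamethasone stimulus. Evaluation: nuclear versus cytoplasmic GR-EGFP signal, averaged per well. Signal: high-content fluorescence imaging after fixation.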
Autophagy mod – modulators of autophagy; MEF GFP-LC3 puncta imaging; test concentration mostly 10 µM; calls only at 10 µM (by protocol); 190,000 compounds, 0.98% hits; AID 463193;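 active = percentage of spot-positive cells more than 3 SD above its plate mean, without a fluorescence outlier flag or 80% toxicity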;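 also: spot-positive cell cutoff set from DMSO-treated cells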
MT stabilize HCS – stabilizes microtubules in HeLa cells. HeLa tubulin immunostaining HCS, 24 h; share of cells brighter than vehicle mean+2SD. % tubulin-high responders, % at 10 µM. 200,000 compounds, 0.83% hits. AID 2205;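 active = plate Z-score above 3 for both tubulin-high and condensed-nucleus cell shares, with cell loss under 80%, at 10 µM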;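 also: anti alpha tubulin signal scored within the nucleus-defined area of each cell; some results filed as inactive read as strong as hits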
Ins promoter up – MIN6 insulin promoter up-regulation | MIN6 insulin promoter-GFP reporter, high-content imaging; active compounds read high | z-score at 5 µM | 190,000 compounds, 0.3% hits;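 active = z-score above 3 at 5 µM with at least 500 cells counted in the well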
WT yeast gro inh – growth inhibition of WT yeast, mitochondrial fusion screen; mitochondrial fusion phenotypic screen, WT strain; inhibition, % at 10 µM; 190,000 compounds, 2.1% hits; AID 1362; in the data active = inhibition above about 58%; tested in S. cerevisiae
CSM14.1 death rescue – protection against thapsigargin-triggered cell killing – 384-well, CSM14.1, ATP luminescence, primary screen (AID 1222) | CSM14.1 thapsigargin-induced death rescue, ATP luminescence; higher % means a stronger effect | cellular ATP content (survival), % at 20 µM, or EC50 in µM where a hit was titrated | 190,000 tested, under 10 active;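 active = EC50 below 50 µM in the dose-response confirmation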;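 also: death triggered by thapsigargin at about 15 µM added after 2 h compound pretreatment; cell ATP read after overnight thapsigargin exposure of roughly 18 to 22 hours; normalized against plate controls of thapsigargin alone and 5% DMSO vehicle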
WT yeast gro inh mutant strain – also measured in WT yeast gro inh; calls as there; inhibition, %; mitochondrial fusion phenotypic screen, mutant strain inhibition
Dynein cargo inh cytoplasmic EGFP – second read-out of Dynein cargo inh, no call of its own (marks repeat the call); z-score; measured here: cytoplasmic GR-EGFP intensity; active compounds read high
Dynein cargo inh nuclear GR-EGFP – second read-out of Dynein cargo inh, no call of its own (marks repeat the call); z-score; measured here: nuclear GR-EGFP intensity;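 lower value marks the stronger effect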
Dynein cargo inh cell count – also measured in Dynein cargo inh; calls as there; z-score; measured here: cell count per field
Ins promoter up cell count – recorded beside Ins promoter up, whose call it bears; cell count; measured here: cytotoxicity, nuclei count;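 total cells summed across four imaged fields per well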
Hep lipid drop cells 6.5 µM – also measured in Hep lipid drop; calls as there; cell count; measured here: cell count, cytotoxicity flag;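 cells counted across two imaged fields per well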
b-catenin transl cell count 5 µM – also measured in b-catenin transl; calls as there; cell count; measured here: cell count, cytotoxicity flag
MT stabilize HCS Hoechst-high % – further read-out of MT stabilize HCS, marked with its call; % Hoechst-high responders; measured here: nuclear condensation Hoechst responders;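 share of cells brighter than vehicle mean plus two SD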
MT stabilize HCS cytotoxicity % – second read-out of MT stabilize HCS, no call of its own (marks repeat the call); toxicity, %; measured here: cytotoxicity by cell density;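 0% = mean cell density of plate MIN control wells and 100% = no cells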
Autophagy mod cell loss 18 h – also measured in Autophagy mod; calls as there; toxicity, %; measured here: cell loss, nuclei count;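 cell loss after 18 h compound exposure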
The depositor's hits bear a star; i = inactive; . = not tested or not shown.

SMILES	Hep lipid drop	Hep lipid drop cells 6.5 µM	b-catenin transl	b-catenin transl cell count 5 µM	XIAP antagonists	Dynein cargo inh	Dynein cargo inh cytoplasmic EGFP	Dynein cargo inh nuclear GR-EGFP	Dynein cargo inh cell count	Autophagy mod	Autophagy mod cell loss 18 h	MT stabilize HCS	MT stabilize HCS Hoechst-high %	MT stabilize HCS cytotoxicity %	Ins promoter up	Ins promoter up cell count	WT yeast gro inh	WT yeast gro inh mutant strain	CSM14.1 death rescue
O=S(=O)(c1ccc(Cl)nc1)N1CCc2ccccc21	-4	756	-0.1	1351	.	0.52	-0.29	-0.17	0.55	.	.	.	.	.	-0.36	1004	.	.	.
CC1CCCc2sc3nc(NCc4ccco4)n4ncnc4c3c21 (stereo not drawn)	-4	803	3.3	888	-8.9%	-1.1	-0.26	-1.1	0.2	i	-1	3.8	2.1	0.3	-3.5	1068	79*	76*	1.6%
Cc1ccc(Cl)cc1N1CCN(S(=O)(=O)c2ccc3c(c2)OCCO3)CC1	.	.	0.9	1410	-2.6%	-0.028	-0.27	0.21	-0.96	i	1	3.6	3.5	5.2	0.06	1275	51	16	0.0%
CCc1nnc(NC(=O)c2ccc3nc(CC)c(CC)nc3c2)s1	6	707	-3.2	1080	-4.1%	0.84	-0.29	0.7	-0.5	i	8	2.7	2.1	3.3	0.29	1227	10	18	-2.9%
Cc1cc(OCC(=O)Nc2ccc3oc(-c4ccncc4)nc3c2)ccc1Cl	13	751	0.8	1185	-1.3%	-0.24	-0.16	-0.18	0.59	i	12	2.1	1.5	5.7	1.1	1307	1	2	-1.1%
CCOc1cccc(SCc2noc(C(=O)NCCOC)c2C(=O)O)c1	.	.	-2.8	1322	-3.0%	-0.42	-0.22	0.24	1.4	i	4	2.3	1.4	6.1	-0.57	1336	-6	-13	-1.7%
CC(=O)c1ccc(OCC(=O)NCC(c2ccco2)N2CCCCC2)cc1 (stereo not drawn)	-2	685	-1.5	1098	-7.8%	0.21	-0.27	0.28	0.12	i	10	1.9	1.4	3.2	0.27	1168	-4	-2	-7.1%
Cc1cccc(Cn2c(SCCN3CCOCC3)nc3c2c(=O)n(C)c(=O)n3C)c1	-18	660	-0.7	1103	-4.7%	-0.72	-0.11	-0.16	-0.071	i	-12	3.3	1.6	8.0	-0.24	1848	0	-8	-1.0%
CCOc1ccc2nc(NC(=O)CN3CCOCC3)sc2c1	-12	675	0.7	1119	-6.1%	-0.39	-0.31	-0.43	0.29	i	3	1.7	2.1	17	-0.65	1338	-10	8	-1.4%
COCCNc1nc(N)c([N+](=O)[O-])c(NCC2CCCO2)n1 (stereo not drawn)	-8	608	-2.9	549	-3.5%	1.4	-0.27	0.79	-1.2	i	-10	2.3	3.7	8.0	-0.27	1350	-17	-20	-2.4%
COc1ccc(C(O)P(=O)(OCCC(C)C)c2ccc(N(C)C)cc2)cc1OC (stereo not drawn)	2	666	-0.7	1266	.	-0.038	-0.2	0.11	0.066	.	.	.	.	.	-0.48	1421	.	.	.
Cc1cccc(N/C=C/C(=C(C#N)C#N)N(C)C)c1	-29	647	0.5	1043	3.5%	-0.32	-0.24	-0.68	0.88	i	2	1.0	1.2	7.5	-0.39	1795	-6	-3	-1.5%
CC1=CC(=O)C=C(C)C1=NOC(=O)c1cccc([N+](=O)[O-])c1	16	757	.	.	-4.3%	-0.57	-0.022	-0.17	0.092	i	-8	1.9	1.1	6.9	-0.81	777	6	6	-1.0%
O=C(O)CSc1c[nH]c2ccccc12	-6	708	-0.1	1200	-2.4%	0.25	-0.23	0.19	0.15	i	-5	3.6	3.0	3.8	-0.3	881	3	5	-3.2%
Cc1ccc(Cn2nnc3c(=O)[nH]c(C4CCN(S(=O)(=O)c5ccccc5)CC4)nc32)cc1	.	.	-0.9	1350	-5.4%	-0.49	-0.32	-0.2	0.17	i	-58	2.9	2.1	7.4	-0.19	1531	4	-5	0.1%
COC(=O)/C=C/C(=O)Nc1cccc(C(F)(F)F)c1	18	587	-4.7	555	-2.5%	-0.96	-0.081	-0.53	-0.39	i	16	2.5	0.9	0.8	0.57	1183	4	26	0.2%
Cc1ccc(/C=N/N2C(=S)SC(C)(C)C2N(O)C(=O)Nc2ccc([N+](=O)[O-])cc2)cc1 (stereo not drawn)	.	.	0.2	1349	-5.4%	-0.6	-0.079	-0.51	1.1	i	-6	3.6	1.9	6.7	0.28	1592	3	13	1.6%
O=C(O)CCS(=O)(=O)c1ccc(-c2ccccc2)cc1	-1	676	-0.6	1161	-9.7%	0.16	-0.25	0.16	0.82	i	-8	3.0	2.5	14	0.19	1513	-9	2	-1.2%
CCOc1ccc(CC(=N)C2=C(O)CC(C)(C)CC2=O)cc1OCC	-24	547	0.2	1138	-1.7%	0.13	-0.25	0.11	0.3	i	-3	2.8	2.8	13	.	.	-6	5	-2.1%
CC(=O)c1ccccc1OC(=O)CCN1C(=O)c2ccccc2C1=O	2	724	-1.3	1024	-3.1%	0.0097	-0.31	0.66	0.2	i	12	5.8	2.7	2.5	0.87	1618	1	7	1.0%
CCCNC(=O)C(Cc1ccccc1)NS(=O)(=O)c1cccc2nsnc12 (stereo not drawn)	.	.	.	.	-6.7%	-0.35	-0.17	0.16	0.17	i	-20	4.8	2.6	1.4	.	.	7	-16	-0.4%
COc1ccc(-c2c(NC(=O)c3ccco3)n(-c3ccc(C)cc3)nc(C)c2=O)cc1	6	685	-0.8	1343	.	-0.56	-0.19	-0.32	1.2	.	.	.	.	.	0.25	1035	.	.	.
CCN(CC)C(=O)CSc1nc2ccccc2c(=O)n1OC	.	.	-3.3	855	-3.6%	-0.48	-0.18	-0.034	0.52	i	4	5.2	4.2	7.5	0	1187	-4	13	4.1%
O=C(CSc1nnc(Nc2ccccc2)s1)NN1C(=O)NC2(CCCCC2)C1=O	25	755	-4.1	614	2.7%	-0.12	-0.23	0.077	-0.42	i	-12	3.1	3.0	10	0.73	1522	-5	-1	1.4%
COc1ccc(NC(=O)CSc2ccc(-c3cccs3)nn2)c(OC)c1	10	700	0.6	1121	-5.1%	-0.26	-0.2	-0.19	-0.048	i	10	2.6	1.9	8.2	-0.32	1340	-2	0	-1.7%
Nc1ccc(/C=C/C(=O)c2ccco2)cc1	-2	732	.	.	-7.3%	3.6	1.1	2.3	1.2	i	-7	2.3	0.5	0.5	0.3	1249	-10	2	-4.0%
COc1cc2nc(CN(C)Cc3nc4ccccc4c(=O)[nH]3)[nH]c(=O)c2cc1OC	-3	741	2.3	1049	-2.6%	0.31	-0.22	0.64	0.064	i	-6	2.2	1.9	8.7	-0.01	978	0	18	-1.5%
COc1ccc(CC2(CO)CCN(Cc3cnn(-c4ccccc4OC)c3)CC2)cc1	8	620	-2.5	976	-2.0%	0.42	-0.21	0.47	-0.79	i	33	3.7	3.0	2.9	-0.14	1471	-1	5	-0.1%
CN(C[C@H](Cc1ccccc1)N(C[C@H](Cc1ccccc1)N(CC1(c2ccccc2)CC1)N=O)N=O)N=O	-18	661	-0.6	1181	-2.4%	-0.21	-0.28	0.16	0.32	i	15	2.4	3.0	7.7	-2	1296	-3	13	-3.0%
Fc1ccccc1-c1nnc2c3ccccc3nc(N3CCOCC3)n12	.	.	-5.9	1405	-3.0%	-0.63	-0.025	-0.41	0.55	i	-6	1.8	2.0	7.1	1.1	1235	8	24	-0.7%
CCCC(=O)NC(NC(=S)Nc1c(C)n(C)n(-c2ccccc2)c1=O)C(Cl)(Cl)Cl (stereo not drawn)	-10	623	-0.6	1077	-4.5%	-0.35	-0.22	-0.7	1.1	i	19	0.9	2.3	7.5	0.02	1828	13	14	0.3%
O=c1oc2ccccc2c(N2CCC(c3ccccc3)CC2)c1[N+](=O)[O-]	-8	718	-1.3	1103	-9.5%	-0.41	-0.23	0.054	0.06	i	-4	3.9	1.4	4.4	0.09	1314	-9	14	-2.7%
CN1CCCCC1CCN1c2ccccc2Sc2ccc(S(C)=O)cc21 (stereo not drawn)	-2	686	-3.2	1156	0.7%	.	.	.	.	.	.	.	.	.	-0.17	1431	3	13	-3.5%
CCSc1nnc(NC(=O)CSc2ncccn2)s1	-3	692	-0.3	1061	-2.1%	0.66	-0.23	1.1	0.18	i	4	2.0	2.8	11	-0.5	1228	-5	3	.
